Pf gametocyte – late stage P. falciparum gametocyte viability inhibitors, primary screen, ATP luminescence, HTS. P. falciparum stage V gametocytes, 24 h. inhibition, % at 10.9 µM. 0.065% of 150,000 active;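 active means inhibition above the mean plus 3 SD of compounds within the control limits, set per campaign, cut at about 38% in these data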;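 further: 0% = DMSO wells and 100% = medium only without gametocytes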
Cdc42 wt GTP – modulators of GTP binding to wildtype Cdc42, primary screen, biochemical, multiplex bead flow cytometry, Bodipy-GTP. GST-Cdc42 beads; actives lie on both sides. percent activity (GTP binding), % at 10 µM. 0.2% of 190,000 active;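 active means percent activity GTP binding at least 20 points away from the 100% baseline, either down as inhibitor or up as activator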;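 further: median bead fluorescence of bound Bodipy-FL-GTP at 100 nM; 0% = excess unlabeled GTP control and 100% = no compound control; below 100% means less GTP binding so inhibitor and above means activator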
Target sequence (P60953 whole entry, looked up): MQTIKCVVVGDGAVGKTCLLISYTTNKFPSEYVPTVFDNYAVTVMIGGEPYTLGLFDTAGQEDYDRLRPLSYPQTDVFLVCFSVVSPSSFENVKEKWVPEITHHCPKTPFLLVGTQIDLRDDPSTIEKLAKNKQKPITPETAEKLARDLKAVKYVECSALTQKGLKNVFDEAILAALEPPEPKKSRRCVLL
GSH fluor – compound fluorescence on glutathione beads, profiling panel, artefact control, biophysical, 488/530 nm, flow cytometry; GSH beads flow cytometry, compound fluorescence 488/530 nm; hits give high values; fluorescence (KMESF) at 10 µM; 0.25% of 190,000 active; AID 1776, 2009; in the data active means fluorescence above about 89;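 further: glutathione beads carrying GST-tagged Bcl family fusion proteins plus one bare bead set; values are compound well signal with DMSO vehicle wells as background; inactives centre near 16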
Mcl1 Bid PPI – Mcl-1/Bid binding inhibitors, primary screen, biochemical, TR-FRET, 1536-well; Induced myeloid leukemia cell differentiation protein Mcl-1 (Homo sapiens), Q07820; TR-FRET Mcl-1/Bid-Dy647 peptide binding; inhibition, % at 21.7 µM; 0.97% of 220,000 active; AID 1021, 2008;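 active means compounds that cut the binding signal by more than half at the single screening dose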;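 further: His-tagged Mcl-1 with europium anti-His antibody binding Bid BH3 peptide; 0% = Mcl-1 plus peptide wells and 100% = peptide-only wells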
Target sequence (Q07820 whole entry, looked up): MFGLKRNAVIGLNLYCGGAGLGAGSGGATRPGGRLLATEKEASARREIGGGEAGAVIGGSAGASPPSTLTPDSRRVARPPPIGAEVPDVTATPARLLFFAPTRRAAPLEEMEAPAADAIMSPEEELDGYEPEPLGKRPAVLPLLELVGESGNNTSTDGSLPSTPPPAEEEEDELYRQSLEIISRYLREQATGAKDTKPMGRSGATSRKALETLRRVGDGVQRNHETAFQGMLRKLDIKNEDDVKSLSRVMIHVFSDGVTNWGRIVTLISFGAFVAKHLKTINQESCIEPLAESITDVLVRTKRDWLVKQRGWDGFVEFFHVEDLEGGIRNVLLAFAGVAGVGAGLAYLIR
Avidin bead fluor – green autofluorescence of compounds with avidin beads – biophysical, 488/530 nm, flow cytometry, artefact control, profiling panel; compound fluorescence 488/530 nm; hits give high values; fluorescence (KMESF) at 10 µM; 0.38% of 220,000 active; in the data active means fluorescence above about 47; further: inactives centre near 10
Rab7 wt GTP bind – modulators of GTP binding to Rab7, primary screen, biochemical, wildtype, multiplex bead flow cytometry. Rab7 GTPase wild type (dog), Bodipy-FL-GTP binding. GST-Rab7 beads, fluorescent GTP binding; actives lie on both sides; untreated = 100%, excess cold GTP = 0%. GTP binding activity (percent of control), % at 10 µM. 0.055% of 190,000 active;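 active means fluorescent GTP binding to Rab7 beads changed by at least 20 points from the 100% baseline, either direction, mostly lower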;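 further: median green fluorescence of bound Bodipy-FL-GTP per Rab7 bead population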
Rac1 wt modul – wildtype Rac1 GTP binding modulators, primary screen, biochemical, GST-Rac1 beads, flow cytometry, multiplex | GTP binding activity (% of control), % at 10 µM | Ras-related C3 botulinum toxin substrate 1 (Homo sapiens), P63000 | fluorescent GTP binding; actives lie on both sides; 0 = cold GTP competed, 100 = untreated | 0.27% of 190,000 active;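 active means GTP binding activity at least 20 points away from the 100% control level, either lower or higher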
HRas wt GTP bind – modulators of GTP binding to HRas wildtype, primary screen, biochemical, bead-based flow cytometry, multiplex | GTPase HRas (Homo sapiens), P01112 | GST-Ras wt beads, Bodipy-FL-GTP binding; actives lie on both sides | GTP binding activity, % at 10 µM | 0.14% of 190,000 active;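 active means GTP binding activity at least 20% away from the 100% baseline, either lowered as inhibitor or raised as activator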;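 further: 0% = unlabeled GTP competition control and 100% = no-compound control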
Target sequence (P01112 whole entry, looked up): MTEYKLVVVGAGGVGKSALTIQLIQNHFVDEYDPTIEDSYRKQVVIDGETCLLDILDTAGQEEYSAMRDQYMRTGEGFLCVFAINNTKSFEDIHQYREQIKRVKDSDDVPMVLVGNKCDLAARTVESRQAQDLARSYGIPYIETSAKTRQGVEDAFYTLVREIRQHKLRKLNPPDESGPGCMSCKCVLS
Rab2 wt GTP – modulators of GTP binding to Rab2A wildtype, primary screen, biochemical, dog, bead-based flow cytometry, multiplex | GST-Rab2 wt beads, Bodipy-GTP binding | GTP binding activity, % at 10 µM | 0.19% of 190,000 active | AID 760, 2007;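 active means GTP binding activity at least 20 points away from 100%, either lowered or raised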;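 further: 0% = beads with excess unlabeled GTP and 100% = no-compound control corrected for plate trend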
Rac1 mut GTP – GTP binding modulators of activated mutant Rac1, primary screen, biochemical, bead-based flow cytometry, multiplex, fluorescent GTP | GST-Rac1 activated beads; actives lie on both sides; 100% means binding = to untreated wells | percent activity (GTP binding), % at 10 µM | 0.11% of 190,000 active;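 active means GTP binding at least 20 percentage points away from the 100% baseline, in either direction, so actives lie on both sides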
Mcl1-Noxa inh – Mcl-1/Noxa binding inhibitors, primary screen, biochemical, TR-FRET, 1536-well; Induced myeloid leukemia cell differentiation protein Mcl-1 (Homo sapiens), Q07820; TR-FRET Mcl-1/Noxa peptide binding, 2 h; inhibition, % at 21.7 µM; 1.5% of 220,000 active; AID 1022, 2008;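 active means compounds that cut the protein-peptide binding signal by more than 50% relative to plate controls in a single-dose test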;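 further: His-tagged Mcl-1 with rhodamine Noxa BH3 peptide and terbium anti-His antibody; 0% = Mcl-1 plus Noxa peptide wells and 100% = peptide-only wells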
* hit, by the source's call; / = not tested or not shown. The order is random. About 3% of those tested had a hit in this group.

SMILES	Pf gametocyte	Cdc42 wt GTP	GSH fluor	Mcl1 Bid PPI	Avidin bead fluor	Rab7 wt GTP bind	Rac1 wt modul	HRas wt GTP bind	Rab2 wt GTP	Rac1 mut GTP	Mcl1-Noxa inh
CCn1c(-c2ccco2)n[nH]c1=S	1	98	13	1	19	94	97	99	97	97	23
O=C(Nc1ccccc1-c1nc2ccccc2s1)c1ccco1	/	96	13	18	4	94	97	93	95	96	35
CCCCOc1ccc(C(=O)Nc2ccc(SC(F)F)cc2)cc1OC	-1	100	7	-9	13	101	99	99	97	96	16
COc1ccc(Cc2nnc(NC(C)=O)s2)cc1	-9	98	11	-3	6	95	95	96	96	95	5
COc1ccc(Cl)cc1NC(=O)CCc1nc(-c2ccccc2F)no1	-33	95	18	-10	11	97	98	94	94	92	9
C=CCn1c(SCC(=O)Nc2c(C)nn(Cc3ccccc3)c2C)nnc1C(O)c1ccccc1 (stereo not given)	/	101	30	7	19	98	99	99	100	100	8
Cc1cccnc1NC(=O)C1CCN(S(=O)(=O)c2cccs2)CC1	10	105	41	-15	10	101	111	104	100	102	5
CCOC(=O)C(CSCC(=O)c1ccc(Cl)cc1)NC(=O)OC(C)(C)C (stereo not given)	-1	95	50	-8	6	100	97	99	99	95	-3
N/C(=N\OC(=O)c1ccc(Cl)cc1)c1ccc(Cl)cc1	35	99	77	2	8	97	102	100	97	97	-18
CCOC(=O)c1cc(C)n(S(=O)(=O)c2ccc(C)cc2)c1C	/	100	20	-7	36	100	102	99	98	100	26
O=[N+]([O-])c1ccc(OCCOc2ccccc2/C=N/n2cnnc2)cc1	/	94	14	-20	6	108	102	98	99	96	-5
CCc1nc2ccccc2c2nc3ccccc3n12	-6	96	53	-15	11	94	99	98	93	90	-13
O=C(CNC(=S)N(CCCN1CCOCC1)Cc1cccs1)NC1CCCCC1	/	96	15	-35	11	90	95	95	97	97	5
Cn1c(-c2cc3c(C(F)(F)F)nn(C)c3s2)n[nH]c1=S	/	100	31	10	4	102	101	99	100	100	6
Clc1cccc(-c2nc(NCC3CCCO3)c3ccccc3n2)c1 (stereo not given)	-5	96	9	15	2	96	99	96	96	95	3
CCCCOC(=O)CCc1n[nH]c(=O)[nH]c1=O	9	103	32	-7	12	99	102	100	104	101	-7
Cc1ccc(S(=O)(=O)N2CCN(S(=O)(=O)N3CCOCC3)CC2)c(C)c1	/	105	27	-14	14	101	103	101	104	101	-14
OC(CSc1ccc(F)cc1)CN1CCN(c2ccccc2)CC1 (stereo not given)	/	96	14	-26	10	101	98	97	101	97	10
COc1ccc(S(=O)(=O)N2CCCC2C(=O)NCc2cccs2)cc1 (stereo not given)	-6	100	34	9	10	100	95	100	102	100	0
CCOCCCNCc1ccc(OCc2ccccc2Cl)cc1	1	100	12	-17	8	101	104	106	106	104	-1
O=C(O)CCc1nnc(SCC(=O)Nc2cccc(C(F)(F)F)c2)[nH]c1=O	-36	96	10	8	13	102	96	96	98	95	5
O=C(CCc1ccccc1)OCC(=O)c1cccc([N+](=O)[O-])c1	-5	97	12	-4	11	96	100	96	95	96	8
Fc1cccc(Cc2noc(CN3CCN(c4cnccn4)CC3)n2)c1	-5	101	13	-25	7	102	101	100	99	97	7
O=C(CCCn1c(=S)[nH]c2ccc(Br)cc2c1=O)N1CCN(c2ccccn2)CC1	25	107	28	-21	15	96	103	104	103	100	4
CCO[C@@H]1OC(C(=O)N2CCOCC2)=C[C@H](c2coc3ccccc3c2=O)[C@H]1CCCO	25	98	17	-6	5	97	101	97	98	97	-26

Part of the list above, limited to Mcl1-Noxa inh and GSH fluor:
| SMILES | Mcl1-Noxa inh | GSH fluor |
| --- | --- | --- |
| Cc1cccnc1NC(=O)C1CCN(S(=O)(=O)c2cccs2)CC1 | 5 | 41 |
| CCOC(=O)C(CSCC(=O)c1ccc(Cl)cc1)NC(=O)OC(C)(C)C (stereo not given) | -3 | 50 |

Next part:
SMILES	Pf gametocyte	Cdc42 wt GTP	GSH fluor	Mcl1 Bid PPI	Avidin bead fluor	Rab7 wt GTP bind	Rac1 wt modul	HRas wt GTP bind	Rab2 wt GTP	Rac1 mut GTP	Mcl1-Noxa inh
Cc1cc(C)c2c(CC(=O)NC(C)C)coc2c1	-1	97	16	-18	20	96	103	98	96	102	11
Clc1ccc2c(c1)C=Nc1c(NCc3ccccc3)ncnc1O2	/	107	19	-10	7	97	104	106	105	102	-12
CSc1ccccc1NC(=O)COC(=O)c1ccccc1Cc1ccccc1	11	98	12	-25	3	99	100	98	99	98	-13
CCN(CC)S(=O)(=O)c1ccc(C(=O)N2CCN=C2SCc2cccnc2)cc1	/	98	24	1	16	97	97	98	98	96	30
OCCCCNCc1ccc(OCc2ccc(Cl)cc2)cc1	/	97	26	7	14	100	98	98	99	96	18
CCCCn1c(SCC(=O)Nc2cc(C)[nH]n2)nc2ccsc2c1=O	/	102	26	12	32	100	103	101	99	97	-12
O=C(NCc1cccs1)c1cc(-c2ccccn2)nc2ccc(Br)cc12	10	98	18	-20	10	104	99	98	101	96	12
COc1ccc(C(=O)Nc2ccc3c(c2)C(=O)c2ccccc2C3=O)cc1OC	6	98	11	85*	8	99	99	96	93	97	68*
OC[C@@H]1CCCN1Cc1cn(-c2ccccc2)nc1-c1ccc2c(c1)OCO2	-32	96	17	-1	4	95	100	98	96	95	6
O=C(C1=C[C@H](C2CCCCC2)C[C@H](OCc2ccc(CO)cc2)O1)N1CCN(Cc2ccccc2)CC1	/	94	21	-1	5	98	96	96	96	96	2
Cc1ccc(C(=O)N/C(=C\c2ccco2)C(=O)N2CCSCC2)cc1C	/	94	15	-7	9	92	96	94	94	94	10
Cc1ccc(S(=O)(=O)NCCCN(C)C)cc1	/	101	28	3	31	98	103	100	100	99	14
COC(=O)c1c(NC(=O)Cn2cnc([N+](=O)[O-])n2)sc2c1CCC(C)C2 (stereo not given)	11	95	7	11	13	97	98	98	98	100	24
CC(=O)NC(=S)Nc1ccc(S(=O)(=O)N(C)Cc2ccccc2)cc1	-16	103	21	-24	9	96	98	98	99	96	15
COc1cccc(-c2csc(N3CCN(C(=O)Nc4ccc(F)cc4)CC3)n2)c1	/	98	21	-29	6	98	97	97	96	94	11
CN=C(NC1CCCCC1)c1ccc(Cl)cc1	1	100	12	-1	6	104	101	97	97	95	8
OCCN=Cc1c(O)[nH]c2ccccc12	/	102	51	-16	5	101	105	101	100	102	6
COc1ccc(CCNC(=O)Cn2c([N+](=O)[O-])cnc2C)cc1OC	17	97	12	-5	11	97	99	96	97	96	12
Cc1ccc(/C(O)=C2/C(=O)C(=O)N(Cc3ccco3)C2c2cccs2)cc1 (stereo not given)	/	99	29	-9	14	98	102	98	97	96	-11
c1ccc(CN2CCN(c3nc4ccccc4n4cnnc34)CC2)cc1	/	102	20	-19	9	105	106	102	101	99	36
CC(Oc1ccc2ccccc2c1)C(=O)NNC(=S)NC(=O)c1ccco1 (stereo not given)	-23	98	3	-61	8	98	100	98	98	100	-69
COc1ccc(CSc2nc(C)cc(C)c2C#N)cc1	15	92	10	-25	22	99	92	93	93	92	12
C=CCNc1nc(Nc2ccc(Cl)cc2)nc(OC)n1	13	107	16	0	13	105	107	104	105	103	16
COc1ccc(C)cc1NC(=O)C12CCC(C)(C(=O)O1)C2(C)C (stereo not given)	/	100	51	5	9	102	104	101	99	97	10
O=C(C1CC1)N1CCc2cc(Br)cc(S(=O)(=O)NCC3COc4ccccc4O3)c21 (stereo not given)	/	98	11	-16	7	100	97	99	98	97	5
The results go on:
SMILES	Pf gametocyte	Cdc42 wt GTP	GSH fluor	Mcl1 Bid PPI	Avidin bead fluor	Rab7 wt GTP bind	Rac1 wt modul	HRas wt GTP bind	Rab2 wt GTP	Rac1 mut GTP	Mcl1-Noxa inh
CCOCCCNC(=O)C1CCC(CNS(=O)(=O)c2ccc(F)cc2)CC1 (stereo not given)	-6	103	10	-9	10	103	105	102	104	98	15
Cc1ccc(-c2nnc3sc(CCc4ccccc4)nn23)cc1	/	98	26	11	12	97	97	98	97	95	17
COc1ccc(C(CC(=O)O)NS(=O)(=O)c2ccc(C)cc2)cc1 (stereo not given)	-23	98	17	-1	32	94	95	98	93	96	-4
COCCN(CCOC)C(=O)c1ccc(SCc2ccc(C)cc2)c([N+](=O)[O-])c1	-21	93	16	-5	11	98	97	98	93	91	-11
CN(C)/C=N/c1cc(=O)n(C)c(=O)n1Cc1ccccc1	-28	101	16	-8	10	91	99	99	98	98	12
Cc1ccc(S(=O)(=O)c2ccc(Cl)cc2)cc1S(=O)(=O)N(C)CC(=O)O	-6	95	12	15	2	97	99	99	95	99	2
C=C1N(c2ccccc2)C(=O)OC1(C)C	29	108	10	-2	10	103	106	104	101	102	8
Cc1ccc(C(=O)N(Cc2nc(-c3ccc(C)cc3)no2)C(C)C)cc1	/	98	17	6	8	95	99	98	96	100	2
O=C1S/C(=C\c2ccc(O)c([N+](=O)[O-])c2)C(=O)N1c1ccccc1Cl	-4	94	27	-1	12	100	97	95	96	92	16
Cc1cc(C2=NNC(=NC3CC3)SC2)c(C)n1Cc1ccco1	-18	102	14	-39	4	95	101	99	98	98	19
O=C(Cc1ccccc1)NCC(=O)OCC(=O)c1ccc([N+](=O)[O-])cc1	/	104	10	-10	4	99	108	102	101	101	1
Cc1ccc(SCc2nc3ccccc3[nH]2)cc1	1	103	16	-62	8	100	101	104	102	100	-78
CC(=O)OC1CC(C)(C)N(OC(=O)c2ccccc2)C(C)(C)C1	/	99	74	-33	11	98	102	99	98	99	9
Cc1nc(SCN2C(=O)c3ccccc3C2=O)n[nH]1	/	102	25	-32	29	101	103	99	99	99	18
CCC(C)NC(=O)c1cc(Sc2nnc(C)s2)nc2ccccc12 (stereo not given)	-14	104	16	1	16	101	105	104	101	101	-2
Nc1c2c(nc3ccccc13)N(C1CCCCC1)CC2	/	96	56	7	11	94	95	96	94	94	39
Cc1ccc(C(=O)Nc2ccccc2C(=O)N2CCCC2)cc1[N+](=O)[O-]	18	103	6	-5	12	98	104	102	100	100	20
NC(=O)c1ncc(C(F)(F)F)cc1Oc1cccc(F)c1	-12	101	11	-24	20	92	97	99	92	94	2
Cc1cccc(NC(=O)C(C)N2C(=O)C3C4CC(C(Br)C4Br)C3C2=O)c1 (stereo not given)	-13	94	11	4	11	99	94	96	99	95	2

High-throughput results deposited in PubChem by several laboratories.
